# Compound activity (PubChem)
# TLR9-MyD88 inh = TLR9-MyD88 interaction inhibition; CHO BLA complementation TLR9-MyD88, CCF4 FRET ratio; inhibition, % at 4.98 µM; Q9NR96+Q99836; 340,000 tested, 0.21% active; AID 504734;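 active = inhibition above the mean over all tested compounds plus 3 SD, cut at about 21% in these data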;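 also: 0% = DMSO only wells and 100% = clavulanate BLA inhibitor control wells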
# Target sequence (Q99836 whole entry, looked up): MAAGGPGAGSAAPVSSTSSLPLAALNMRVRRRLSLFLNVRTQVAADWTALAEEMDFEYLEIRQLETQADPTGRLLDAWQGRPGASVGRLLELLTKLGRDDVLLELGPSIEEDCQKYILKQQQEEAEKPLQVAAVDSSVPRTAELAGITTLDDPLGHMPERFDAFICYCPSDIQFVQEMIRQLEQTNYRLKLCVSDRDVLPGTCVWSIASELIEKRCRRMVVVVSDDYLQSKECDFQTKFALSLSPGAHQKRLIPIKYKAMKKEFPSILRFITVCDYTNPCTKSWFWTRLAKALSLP
# Target sequence (Q9NR96 whole entry, looked up): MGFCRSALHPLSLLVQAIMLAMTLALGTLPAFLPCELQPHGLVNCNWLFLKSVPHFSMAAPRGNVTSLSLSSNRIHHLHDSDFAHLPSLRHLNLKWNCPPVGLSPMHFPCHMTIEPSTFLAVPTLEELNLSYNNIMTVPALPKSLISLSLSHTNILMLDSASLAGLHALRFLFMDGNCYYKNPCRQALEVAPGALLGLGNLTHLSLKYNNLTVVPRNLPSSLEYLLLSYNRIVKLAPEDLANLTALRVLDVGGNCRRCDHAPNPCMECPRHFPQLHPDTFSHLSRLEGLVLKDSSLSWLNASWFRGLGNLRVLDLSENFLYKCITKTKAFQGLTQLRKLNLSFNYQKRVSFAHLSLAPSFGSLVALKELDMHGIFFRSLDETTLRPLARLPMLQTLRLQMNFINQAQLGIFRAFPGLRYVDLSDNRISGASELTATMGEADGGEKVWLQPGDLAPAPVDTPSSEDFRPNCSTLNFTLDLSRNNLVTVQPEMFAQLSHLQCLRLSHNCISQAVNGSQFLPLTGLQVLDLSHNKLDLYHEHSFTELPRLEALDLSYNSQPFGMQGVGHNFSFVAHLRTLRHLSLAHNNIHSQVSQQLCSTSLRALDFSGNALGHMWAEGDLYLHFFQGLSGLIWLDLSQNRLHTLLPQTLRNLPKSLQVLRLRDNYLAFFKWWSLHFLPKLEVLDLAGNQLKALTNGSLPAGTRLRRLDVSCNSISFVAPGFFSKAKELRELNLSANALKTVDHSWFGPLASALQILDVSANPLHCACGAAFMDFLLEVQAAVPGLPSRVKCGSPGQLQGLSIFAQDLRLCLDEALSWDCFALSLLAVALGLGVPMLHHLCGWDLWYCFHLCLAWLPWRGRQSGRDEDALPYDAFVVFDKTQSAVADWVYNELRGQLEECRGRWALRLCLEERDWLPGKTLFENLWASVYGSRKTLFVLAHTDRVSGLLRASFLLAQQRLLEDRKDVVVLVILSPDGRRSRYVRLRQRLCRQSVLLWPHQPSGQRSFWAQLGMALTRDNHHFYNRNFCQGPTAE
# Glyco luc inh = N-linked glycosylation inhibition. D54 ERlucT glycosylation luciferase reporter, 24 h; percent of 100 nM tunicamycin response. reporter increase, % at 12.5 µM. 360,000 tested, 0.23% active;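 active = mean luciferase reporter signal, scaled so untreated is 0 and the glycosylation-blocking control 100, at or above a set limit in every replicate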;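 also: luciferase carries N-glycosylation sites so blocking glycosylation raises the light; 0% = median of neutral control wells and 100% = median of 100 nM tunicamycin wells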
# Vif inh = HIV Vif inhibition; HEK293T cells, Vif self-association by quenched fluorescence, imaging, 24 h; inhibition, % at 7.49 µM; 340,000 tested, 0.35% active; AID 602346; in the data active = inhibition above about 50%, passing the limit was not always enough; also: some results filed as inactive read as strong as hits
# MC4R antag cAMP = blocks human MC4R cAMP signaling. 360,000 tested, 0.48% active. MC4R-expressing cells, MTII-stimulated cAMP, LANCE TR-FRET. P32245. inhibition, % at 6.5 µM;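 active = inhibition above its plate's cutoff, the mean of tested wells on that plate plus 3 SD, cut at about 29% in these data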;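 also: 0% = Melanotan II alone and 100% = Melanotan II plus saturating MCL0020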
#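 Material – human MC4R-expressing U2OS cells · Repeats – no replicates · Detection – TR-FRET with Eu-cAMP and labeled anti-cAMP, 671 nm · Times – compound 30 min, challenge 1 h, detection 1 h · Compound – single nominal compound dose of 6.5 µM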
# MC4R ag barr = human MC4R agonism via beta-arrestin; U2OS MC4R beta-arrestin complementation, luminescence; percent of melanotan II response, DMSO zero; activation, % at 8.9 µM; 360,000 tested, 0.98% active; AID 540308;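 active = activation above a per-plate cutoff, the mean activation of sample wells on that plate plus 3 SD, cut at about 8% in these data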
# aDG glyco act = increases alpha dystroglycan glycosylation | activation, % at 10 µM | 360,000 tested, 0.22% active | Pro5-aDG cells, alpha-DG glycosylation AlphaScreen (IIH6); 0% Pro5, 100% B10-LARGE cell signal;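 active = activation of at least 8% versus controls, or a plate z-score of at least 8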;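 also: Pro5 are CHO cells carrying HIG-tagged alpha-DG that lacks glycosylation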
# Exocytosis inh = blocks lytic granule exocytosis; TALL-104 LAMP-1 surface exposure, flow cytometry; cells stimulated with thapsigargin and PMA; 360,000 tested, 0.66% active; inhibition, % at 10 µM; AID 651702;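 active = inhibition above about 55%, limit read from the data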
# NOD2 RIPK2 PPI = blocks binding of human NOD2 to RIPK2. O43353. CHO BLA complementation NOD2-RIPK2, CCF4 ratio. inhibition, % at 4.98 µM. 360,000 tested, 0.38% active. AID 624267; in the data active = inhibition above about 21%;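 also: 0% = vehicle only and 100% = reference blocker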
# ABCB6 inh MLPCN = inhibitors of human ABC transporter ABCB6. Q9NP58. K562-ABCB6 porphyrin accumulation, flow cytometry, 1 h; stronger effect = lower value. fluorescence ratio to DMSO, % at 10 µM. 360,000 tested, 0.19% active;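 active = fluorescence ratio to DMSO below 75%, the collection mean minus 3 SD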;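 also: signal is porphyrin accumulated inside mitochondria; 100% equals median channel fluorescence of DMSO control wells; lower ratio means ABCB6 inhibition with less porphyrin fluorescence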
# ABHD5-PLIN5 inh = inhibitors of human ABHD5-perilipin-5 interaction | 360,000 tested, 0.78% active | Q00G26+Q8WTS1 | Split G. princeps luciferase complementation, luminescence, 4 h | inhibition, % at 4 µM;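 active = inhibition above the mean inhibition across every tested compound plus 3 SD, cut at about 22% in these data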;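 also: 0% = DMSO only wells and the 100% control is not disclosed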
# Active calls of the source: *; · = no result given. A portion of the library (hit frequency here may not be typical).
# The opening 5 records (preview)
SMILES,TLR9-MyD88 inh,Glyco luc inh,Vif inh,MC4R antag cAMP,MC4R ag barr,aDG glyco act,Exocytosis inh,NOD2 RIPK2 PPI,ABCB6 inh MLPCN,ABHD5-PLIN5 inh
CCOc1ccc(C2=NNC(c3cccnc3)=Nc3ccc(OC)cc32)cc1,8,0,3,-5,-1.1,-0.6,-1,3,107,6
CC(Sc1ccc(Cl)cc1)C(=O)NCC1CCCO1 (configuration not stated),-2,-1,-6,5,-3.0,-0.2,-1,-2,101,2
Cc1c(Cl)c([N+](=O)[O-])nn1CCCC(=O)Nc1cccc(O)c1,-4,2,-1,-6,0.1,0.1,2,-5,100,2
CCOC(=O)c1ccc(NCC(O)COc2ccccc2)cc1 (configuration not stated),4,-1,·,-4,0.8,0.7,0,-3,93,-12
Cc1ccc(NC(=O)c2ccco2)c(NC(=O)c2ccc(Cl)cc2)c1,-6,-1,6,-1,-0.9,0.0,-6,-12,98,-12

# The listing (from the top)
SMILES,TLR9-MyD88 inh,Glyco luc inh,Vif inh,MC4R antag cAMP,MC4R ag barr,aDG glyco act,Exocytosis inh,NOD2 RIPK2 PPI,ABCB6 inh MLPCN,ABHD5-PLIN5 inh
CCOc1ccc(C2=NNC(c3cccnc3)=Nc3ccc(OC)cc32)cc1,8,0,3,-5,-1.1,-0.6,-1,3,107,6
CC(Sc1ccc(Cl)cc1)C(=O)NCC1CCCO1 (configuration not stated),-2,-1,-6,5,-3.0,-0.2,-1,-2,101,2
Cc1c(Cl)c([N+](=O)[O-])nn1CCCC(=O)Nc1cccc(O)c1,-4,2,-1,-6,0.1,0.1,2,-5,100,2
CCOC(=O)c1ccc(NCC(O)COc2ccccc2)cc1 (configuration not stated),4,-1,·,-4,0.8,0.7,0,-3,93,-12
Cc1ccc(NC(=O)c2ccco2)c(NC(=O)c2ccc(Cl)cc2)c1,-6,-1,6,-1,-0.9,0.0,-6,-12,98,-12
COc1ccccc1C1(O)C(=O)Nc2ccc(C)cc21 (configuration not stated),5,0,5,6,-0.8,-0.1,2,-3,98,9
C#CCOc1nc(Nc2cccc([N+](=O)[O-])c2)nc(OCC#C)n1,-2,0,·,-7,-3.8,-0.3,2,-6,100,3
Cc1cc(NC(=O)COC(=O)C2CCN(S(=O)(=O)c3ccccc3)CC2)c([N+](=O)[O-])cc1C,5,1,11,3,0.7,-0.1,-1,-2,104,-3
O=S(=O)(CCc1nnc(-c2ccc(Br)cc2)o1)c1ccc(Cl)cc1,-9,-1,6,2,-0.9,-0.4,-5,-5,99,1
Cn1ncc(C#N)c1NC(=O)C1CC(c2c(F)cccc2Cl)=NO1 (configuration not stated),-5,2,1,0,-0.3,0.1,-2,-6,97,6
CC(C)(Oc1ccc(Cl)cc1)C(=O)Nc1ccncc1,7,-3,-4,0,-1.5,0.6,0,-1,101,-2
O=C(NCCN1CCCCC1)c1cc(Cl)ccc1Cl,-9,2,-6,0,0.4,-0.1,-5,-4,99,-5
O=C(Cn1cnc2ccccc2c1=O)NCC(=O)N1CCN(c2ccccn2)CC1,-1,1,15,-2,0.1,-0.2,-3,-14,99,4
C#CCOCCOCCOCCNc1nc(N2CCN(C(=O)Cn3cc(CCCN=C(N)N)nn3)CC2)nc(N2CCN(C(=O)[C@H]([C@@H](C)CC)n3cc(CCCCN)nn3)CC2)n1,-13,0,-2,1,-0.4,0.2,-8,-4,101,-4
CCOC(=O)CSCc1cn2cc(Cl)ccc2n1,-2,1,9,7,-1.7,0.1,0,-1,99,-2
Cc1ccn2c(c1)nc(=O)c1cc(S(=O)(=O)N3CCC(C)CC3)ccc12,4,2,-2,1,0.0,-0.1,1,6,101,2
Cn1cc(CC(=O)NCCCN2CCOCC2)c2ccccc21,-1,-1,0,-7,1.9,0.3,0,-7,102,14
CC(=O)N1CCN(C(=O)c2ccc3c(c2)OCO3)CC1,-1,0,7,1,-1.7,-0.1,18,3,100,-8
S=C(NCCCN1CCOCC1)NC1CC1,-4,-1,0,-2,-1.4,-0.6,-6,2,99,-5
COc1cc(CN2CCC(CO)(Cc3cccc(C(F)(F)F)c3)CC2)ccc1F,-1,0,-33,7,2.4,0.7,2,-3,94,16
O=C(CC12CC3CC(CC(C3)C1)C2)NCc1ccco1,-10,1,3,3,-1.4,-0.2,0,-11,97,1
CCN(CC)C(=O)COc1ccc2oc(C)c(C(=O)OC)c2c1,-1,1,21,4,-1.9,0.0,2,-117,93,3
Cn1cc(C(=O)c2cccc(Cl)c2Cl)cc1C#N,-4,-1,-6,1,-3.0,-0.3,-1,-4,104,4
CCCCN1CN(Cc2ccco2)CNC1=S,-8,1,3,6,-1.3,-0.1,-1,7,93,6
CCCCCCC1C(C#N)=C(N)OC2=C1C(=O)CCC2 (configuration not stated),4,1,2,7,-0.4,0.0,-1,-12,100,8
CC(c1ccco1)N(C(=O)c1ccccc1NS(=O)(=O)c1ccc(Cl)cc1)c1ccccn1 (configuration not stated),1,-3,1,9,-0.5,0.2,0,1,96,1
O=C(NCc1ccccc1Cl)C1CCCN(S(=O)(=O)c2cccc3nsnc23)C1 (configuration not stated),3,-3,-6,3,0.8,0.0,-6,-12,92,-2
COc1ccc(N(Cc2ccccc2)S(=O)(=O)c2cccc(C(=O)Nc3ccccn3)c2)cc1,-4,-15,0,7,2.7,0.1,1,-9,102,2
Nc1cccc2c1C(=O)N(C(=O)c1ccco1)C2=O,13,1,1,2,-0.4,0.0,-2,7,96,-7
CCCC(=O)N1CCC1(C)C(=O)Nc1ccc(OC)c(OC)c1 (configuration not stated),·,0,·,2,-1.1,-0.1,-5,0,99,-6
Cc1cc(=O)n(C)c2ccccc12,-10,4,3,-4,-2.4,-0.5,5,1,100,-2
COc1ccc(NC(=O)c2ccc3c(=O)n(-c4ccc(OC)cc4OC)c(=S)[nH]c3c2)cc1,6,0,-16,23,-1.7,0.1,-7,5,102,-7
O=C(CCc1ccc(S(=O)(=O)N2CCOCC2)cc1)OCc1nc2ccccc2s1,5,-3,27,12,0.6,-0.1,0,8,94,10
O=S1(=O)NC(c2ccccc2)CC(CC2CCCCC2)O1 (configuration not stated),0,-3,2,-1,1.4,0.2,-8,-3,107,-3
Cc1cc2oc(=O)cc(CN3CCCCC3)c2cc1Cl,·,-1,·,·,·,-0.1,3,-11,93,-1
C/C(CCc1ccc2c(c1)OCO2)=N\NC(=O)c1ccccc1Cl,-2,1,9,8,-2.8,-0.3,5,-9,99,-4
CC(=O)c1ccc(NC(=O)c2cc(S(=O)(=O)N3CCOCC3)ccc2C)cc1,-2,-1,-4,3,-3.8,0.2,-9,-7,103,-3
CCN(CC)S(=O)(=O)c1ccc2c(c1)nc(CCC(=O)Nc1ccc3c(c1)OCO3)n2CC,4,-4,3,6,-1.1,0.0,-3,4,103,1
CN(C)CCCNC(=S)/N=c1\sccn1Cc1ccccc1Cl,2,1,-5,3,-1.0,0.0,-4,-6,102,0
COc1cccc2c1OC[C@@H](CO)[C@H]2N(C)C(=O)Nc1ccccc1,2,5,-3,1,-0.4,0.2,-3,3,98,1
CCOc1ccc(CCNC(=O)COC(=O)c2nc(Cl)ccc2Cl)cc1OCC,-7,-1,1,8,1.4,-0.2,0,-1,93,1
O=C(C1CCCC1)N1CCC(CO)(Cc2ccccc2Cl)CC1,2,-7,-2,6,-1.2,0.8,2,-6,103,-2
COC(=O)[C@]1(C)CCC[C@@]2(C)C3CC[C@@]4(C)C[C@]3(CCC21)CC(=O)N4Cc1ccc(OC)cc1 (some centres not stated),-10,-5,-16,8,0.1,0.6,-1,3,95,4
CC(=O)c1cccc(Nc2nc(-c3cccnc3)cs2)c1,2,0,7,8,-2.9,0.0,5,-13,100,-5
Cc1ccc(CS(=O)Cc2ccc(C(=O)NCc3ccccc3Br)o2)cc1 (configuration not stated),-1,-2,0,0,-2.5,0.0,0,5,94,3
CSCc1c(C(=O)OCC(=O)c2ccc[nH]2)oc2ccccc12,4,2,-12,-12,-1.3,0.1,-3,-2,99,-5
Cc1nnc(SC(C)C(=O)Nc2ccc3ccccc3c2)n1C (configuration not stated),1,2,-8,7,0.5,-0.2,2,-1,93,-2
Cc1c(Cl)cccc1NC(=O)CC1SC(=NCC2CCCO2)NC1=O (configuration not stated),-4,1,8,13,1.0,0.0,4,2,105,-1
Cc1ccc(NC(=S)c2ccc(N(C)C)cc2)cc1,-18,-15,-1,1,-1.1,-0.5,-14,-1,96,-4
O=C1C=C(c2cccs2)C[C@H](c2ccccc2)[C@H]1n1nnc([N+](=O)[O-])n1,0,25*,-6,0,-1.6,0.0,-2,-2,93,7
# The list goes on.
SMILES,TLR9-MyD88 inh,Glyco luc inh,Vif inh,MC4R antag cAMP,MC4R ag barr,aDG glyco act,Exocytosis inh,NOD2 RIPK2 PPI,ABCB6 inh MLPCN,ABHD5-PLIN5 inh
COc1ccc(C(CC(=O)NCCCN2CCOCC2)NS(=O)(=O)c2ccc(C)cc2)cc1 (configuration not stated),4,2,10,-3,-1.6,0.0,-2,-3,98,-2
Cc1nc2ccccn2c1-c1csc(NCc2ccco2)n1,-2,-4,-2,-1,-1.8,2.6,4,-10,91,-25
CC1(C)C/C(=N\O)C(C(O)c2cccc([N+](=O)[O-])c2)C(C)(C)N1 (configuration not stated),-3,3,9,1,-0.6,0.0,-1,-3,103,-3
COc1ccc(CNC(=O)CN2CCN(c3ccccc3O)CC2)cc1OC,-5,1,-6,-1,-0.8,0.0,-6,-15,97,3
Cc1ccc(Nc2c(F)c(F)c(F)c(F)c2C(=O)O)cc1,-3,-1,2,24,-1.1,0.5,7,4,103,-1
Cc1cc(O)ccc1Nc1cc(-c2cccc(N(C)C)c2)ncn1,·,-1,·,4,-0.5,3.4,-6,0,100,10
O=C(NCc1ccc(-n2cccc2)cc1)c1cccc(F)c1,6,-1,-3,-3,-1.0,0.1,-2,11,106,-5
CCOc1ccc(NS(=O)(=O)c2cc(C)c(C)cc2C)cc1,8,-1,0,3,-3.0,0.2,2,6,86,-9
O=S(=O)(NCc1ccccc1)c1cccc2cccnc12,3,0,-12,-2,-0.6,0.0,-4,-6,99,-5
COc1ccc(NC(=S)NC(=O)Cc2ccccc2)c(OC)c1,-12,0,7,-2,-1.0,-0.1,0,6,97,-1
Cc1cc(C(=O)Nc2ccon2)ccc1[N+](=O)[O-],·,0,2,4,-1.7,-0.2,1,-12,101,-4
Cc1cc2cc(CNC(=O)c3ccc4c(c3)OCO4)ccc2n1C,-1,2,0,-2,-1.5,-0.2,-3,3,103,2
CCCCOc1ccc(NC(=O)Cn2c(=O)ccc3c(C)cc(C)nc32)cc1,-2,0,·,-6,0.3,0.4,1,-1,97,-2
C=CCN1C(=O)C(Cc2ccc(OC)cc2)SC1=Nc1ccc(C(=O)O)cc1 (configuration not stated),-2,1,3,20,-2.6,1.8,-1,-12,103,7
CC(C)[C@H](COC=O)NC(=O)[C@H]1O[C@@H](n2ccc(N)nc2=O)[C@H](O)[C@@H]1O,·,4,·,·,·,-0.2,3,-3,100,9
CC(C)N1CCN(C2CSCCSC2)CC1CCO (configuration not stated),-6,3,13,0,-1.8,0.0,-3,0,94,-5
